Compound activity from PubChem.
Siah-1 displacement: Siah-1 peptide-binding antagonists, primary screen, biochemical, fluorescence polarization, rhodamine-plectin, uHTS (AID 1817) | E3 ubiquitin-protein ligase SIAH1 (Homo sapiens) | Siah-1 / rhodamine-plectin peptide fluorescence polarization; higher % means a stronger effect | one-dose displacement, % at 20 µM; IC50 in µM for titrated hits | actives 0.02% (n = 290,000);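 active = displacement of at least 50% at 20 µM, with a fluorescence ratio check between 0.3 and a set limit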;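 note: plate controls were Siah plus tracer with DMSO for no effect and tracer alone without Siah for full effect; strong numbers were not always called active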
West Nile antiviral: West Nile virus antiviral activity, cell-based, CPE readout (AID 1621) | West Nile virus-infected cells, CPE inhibition; higher % means a stronger effect | CPE inhibition, % at 10 µM; hits with a dose series show IC50 in µM | actives 0.02% (n = 290,000); in the data active = a potency from the dose series; inconclusive = CPE inhibition mostly from about 3.7% at the one dose, without a potency; inactive = the rest, 99 in 100 with CPE inhibition below about 2.2%; note: strong numbers were not always called active
RSV CPE inhibition: RSV antiviral activity via CPE protection, HEp-2 cells, primary 10 µM value included (AID 2391) | CPE inhibition, % at 10 µM, or IC50 in µM where a hit was titrated | HEp-2 cells, RSV-induced CPE inhibition; higher % means a stronger effect | actives 0.13% (n = 310,000); in the data active = a potency from the dose series; inconclusive = CPE inhibition mostly from about 23% at the one dose, without a potency; inactive = the rest, 99 in 100 with CPE inhibition below about 21%; note: strong numbers were not always called active
MgcRacGAP inhibition: MgcRacGAP GTPase-activating activity inhibitors, confirmation, biochemical, ADP Hunter fluorescence; MgcRacGAP-stimulated Rac1 GTP hydrolysis, ADP Hunter fluorescence; higher % means a stronger effect; GST-tagged Rac1 F28L mutant substrate; inhibition, % at 30 µM; hits with a dose series show IC50 in µM; AID 624330, 2012; actives 0.6% (n = 340,000); Rac GTPase-activating protein 1 (Homo sapiens);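 active = first-screen hits whose inhibition reached a set limit at any dose in the follow-up dose series; inconclusive = inhibition above the set first-screen limit but never retested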;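 note: fluorescence reports GDP produced by GAP-driven GTP hydrolysis; strong numbers were not always called active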
NTR1 ag: agonists of NTR1, primary screen, imaging, U2OS cells, beta-arrestin-GFP, high content (AID 493036). activation, % at 20 µM. Neurotensin receptor type 1 (Homo sapiens), P30989. NTR1-U2OS beta-arrestin-GFP spot imaging, agonist mode. actives 0.17% (n = 330,000);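 active = activation at or above 40% of the spot to cytoplasm intensity ratio, with at least 20 cells analyzed; inconclusive = wells under 20 cells, flagged as cytotoxic or low count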;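 note: 0% = DMSO without peptide and 100% = 100 nM NTR1 peptide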
Target sequence (P30989 whole entry, looked up): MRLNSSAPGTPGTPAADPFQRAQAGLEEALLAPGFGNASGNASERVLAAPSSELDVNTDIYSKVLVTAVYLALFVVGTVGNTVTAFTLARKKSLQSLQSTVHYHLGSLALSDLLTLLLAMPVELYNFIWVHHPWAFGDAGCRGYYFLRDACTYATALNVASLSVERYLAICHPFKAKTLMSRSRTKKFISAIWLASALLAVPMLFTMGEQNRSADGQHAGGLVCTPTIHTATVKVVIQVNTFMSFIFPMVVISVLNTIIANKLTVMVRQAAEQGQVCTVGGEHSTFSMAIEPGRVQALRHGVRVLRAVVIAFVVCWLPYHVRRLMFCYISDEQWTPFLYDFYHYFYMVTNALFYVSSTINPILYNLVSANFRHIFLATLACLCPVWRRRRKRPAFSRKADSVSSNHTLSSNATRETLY
NS5 inhibitors: Dengue-2 NS5 methyltransferase inhibitors, primary screen, biochemical, confirmation dose response (AID 588689). Genome polyprotein (Dengue virus type 2 (strain 16681-PDK53)). Dengue-2 NS5 methyltransferase capping enzyme assay, biochemical; higher % means a stronger effect. inhibition, % at 25 µM; hits with a dose series show IC50 in µM. actives 0.3% (n = 340,000); in the data active = a potency from the dose series; inconclusive = inhibition above about 29% without an active follow-up result
K1F lysis inhibition: inhibition of K1F phage lysis, E. coli UTI89, bacterial capsule biogenesis inhibitors, alamar blue (AID 488966); E. coli UTI89 K1F phage lysis, alamar blue, 2 h; higher % means a stronger effect; inhibition, % at 100 µM, or IC50 in µM where a hit was titrated; actives 0.02% (n = 340,000);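 active = phage lysis inhibition, versus mean bacterial control, above a set limit; inconclusive = no clear call, values can overlap the other calls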;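 note: capsule biogenesis inhibitors block K1F phage lysis so surviving cells raise fluorescence; higher fluorescence means more inhibition of phage lysis; actives were called in the ten point dose series up to 300 µM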
SV40 large T antigen: SV40 large T antigen inhibitors, biochemical (AID 1903); SV40 large T antigen ATPase/helicase inhibition assay; higher % means a stronger effect; actives 0.39% (n = 310,000); inhibition, % at 20 µM, or IC50 in µM where a hit was titrated; in the data active = a potency from the dose series; inconclusive = inhibition mostly from about 32% at the one dose, without a potency; inactive = the rest, 99 in 100 with inhibition below about 32%; note: strong numbers were not always called active
AID2073: inhibitors of Mint1-CaV2.2 protein interaction, biochemical, HTRF (AID 2073); HTRF protein-protein interaction, Mint1-CaV2.2; higher % means a stronger effect; inhibition, % at 20 µM, or IC50 in µM where a hit was titrated; actives 0.19% (n = 290,000); in the data active = inhibition mostly above about 51%, no sharp cut-off; inconclusive = no clear call, values can overlap the other calls; inactive = mostly below about 53%; note: some results filed as inactive read as strong as hits
NTR1 ag cell count 20 µM: further read-out of NTR1 ag, marked with its call; cell count; measured here: cell count, cytotoxicity flag
NS5 inhibitors pilot replicate: further read-out of NS5 inhibitors, marked with its call; inhibition, %; measured here: pilot screen replicate inhibition
* hit, by the source's call; ? = inconclusive; / = no result given; [ ] = dose if it differs, or a comment.

SMILES	Siah-1 displacement	West Nile antiviral	RSV CPE inhibition	MgcRacGAP inhibition	NTR1 ag	NTR1 ag cell count 20 µM	NS5 inhibitors	K1F lysis inhibition	SV40 large T antigen	AID2073	others
COc1ccc(C(=O)Nc2cccc(OC(=O)c3ccco3)c2)cc1	-7%	-0.3%	1.7%	2%	3.9	52	0%	0.0%	4%	10%
Cc1ccc(C)n1-c1ccc(C(=O)NC2CCN(Cc3ccccc3)CC2)cc1	-4%	-0.4%	8.1%	9%	4.8	61	-7%	0.1%	9%	1%
COC(=O)C1=C(N)Oc2cc(C)n(C)c(=O)c2C1c1ccc(Cl)cc1 (stereo unspecified)	2%	0.4%	0.2%	1%	0.1	97	3%	-0.4%	3%	-4%
COc1cc2[nH]c(C(=O)Nc3ccc(F)cc3)cc2c(OC)c1OC	1%	1.2%	0.7%	5%	1.2	83	1%	0.2%	-1%	8%
Cc1ccc(CCS(=O)(=O)c2ccc(C(C)(C)C)cc2)cn1	-3%	-1.5%	3.0%	3%	2.8	52	-3%	0.1%	-1%	10%
CCC(=O)N(Cc1cc(=O)[nH]c2ccccc12)c1ccc(OC)cc1	14%	-0.4%	5.0%	/	-0.7	46	-4%	0.8%[50 µM]	10%	1%
CSCCC(NC(=O)c1ccccc1Br)C(=O)NNC(=O)c1ccco1 (stereo unspecified)	/	/	0.3%	1%	2.5	58	-1%	0.8%[50 µM]	/	/
CCCN1CCC(NC(=S)Nc2ccc([N+](=O)[O-])cc2)CC1	0%	0.8%	-2.1%	2%	-0.3	47	-2%	0.2%	7%	-11%
NS(=O)(=O)c1ccc(NC(=O)c2ccccc2Cl)cc1	4%	-0.2%	0.3%	8%	-1.1	78	5%	-0.1%	-1%	9%
Cc1ccc(S(=O)(=O)N2CCOCC2)cc1NC(=O)COC(=O)/C=C/c1ccc(F)cc1	/	/	/	5%	-0.4	61	-10%	-3.8%	/	/
O=C(NCc1ccc(OC(F)(F)F)cc1)C1CC(c2ccc(C(F)(F)F)cc2)=NO1 (stereo unspecified)	/	2.2%	1.7%	3%	1.0	103	-7%	1.1%	3%	/
Cc1ccc(C2=NN(C(=O)c3ccco3)C(O)(C(F)(F)F)C2)cc1 (stereo unspecified)	7%	-0.7%	16%	4%	2.7	47	-5%	-1.6%	-4%	-5%
COCCC(=O)N1CCCC(C(=O)c2ccc(Oc3ccccc3)cc2)C1 (stereo unspecified)	5%	-0.9%	4.9%	-1%	0.3	40	-1%	1.2%	28%	1%
O/N=C\c1cnc(N2CCN(c3ccccc3)CC2)s1	1%	-0.5%	0.3%	8%	-2.3	74	-6%	0.1%	14%	7%
COc1cccc(NC(=O)CSc2nc3ccccc3n2C)c1	13%	0.1%	3.5%	11%	3.7	83	1%	0.1%	21%	1%

Structures listed so far that have four or more nitrogen atoms (two):
SMILES	Siah-1 displacement	West Nile antiviral	RSV CPE inhibition	MgcRacGAP inhibition	NTR1 ag	NTR1 ag cell count 20 µM	NS5 inhibitors	K1F lysis inhibition	SV40 large T antigen	AID2073	others
CCCN1CCC(NC(=S)Nc2ccc([N+](=O)[O-])cc2)CC1	0%	0.8%	-2.1%	2%	-0.3	47	-2%	0.2%	7%	-11%
O/N=C\c1cnc(N2CCN(c3ccccc3)CC2)s1	1%	-0.5%	0.3%	8%	-2.3	74	-6%	0.1%	14%	7%

The list continues:
SMILES	Siah-1 displacement	West Nile antiviral	RSV CPE inhibition	MgcRacGAP inhibition	NTR1 ag	NTR1 ag cell count 20 µM	NS5 inhibitors	K1F lysis inhibition	SV40 large T antigen	AID2073	others
CC(C)(C)NC(=O)COc1ccc2oc3c(c2c1)CCCC3	-2%	-0.9%	14%	-3%	2.5	51	-2%	0.1%	8%	4%
COc1ccc(-c2nnc3c4ccccc4c(C)nn23)cc1S(=O)(=O)N1CCN(CCO)CC1	-4%	1.5%	-0.9%	6%	2.4	91	11%	-0.3%	4%	8%
CCN(C(=O)c1cc2c(C)nc3ccccc3c2o1)c1cc(Cl)ccc1OC	-6%	1.1%	14%	11%	20	66	-7%	-0.4%	19%	-8%
O=C(CN1CCN(c2ccccc2)CC1)Nc1ccc2c(c1)CCC2	2%	-1.4%	9.9%	3%	0.9	78	-5%	-0.1%	11%	1%
CC(C)[C@H](NC(=O)C1CC(=O)N(c2ccc3c(c2)OCO3)C1)C(=O)NC1CCCC1 (stereo partly specified)	4%	0.2%	2.3%	16%	0.1	56	8%	0.2%	22%	13%
COC(=O)c1ccccc1NC(=O)c1cc(-c2cccs2)on1	1%	?	2.0%	9%	2.3	75	-1%	-0.7%	4%	29%
COc1cccc(C(=O)Nn2cnnc2)c1OC	-3%	-0.4%	-0.4%	-1%	-0.7	74	-2%	-0.2%	0%	32%
O=C(/C=C/c1ccc([N+](=O)[O-])cc1)NCC1CCCO1 (stereo unspecified)	6%	0.1%	0.3%	12%	-1.2	32	1%	-0.6%	17%	9%
CC(C)(CNS(=O)(=O)c1ccc(F)cc1)CNS(=O)(=O)c1ccc(F)cc1	8%	-0.5%	0.1%	-2%	-1.0	81	-4%	0.3%	2%	0%
Cc1cc(C(C)(C)C)cc(S(=O)(=O)Nc2ccc(C(=O)O)cc2)c1C	8%	0.3%	11%	9%	-1.1	31	-1%	-0.7%	16%	12%
CC(C)n1c(=O)c2c(O)cc(=O)oc2c2ccccc21	-10%	1.0%	7.8%	3%	0.9	79	-5%	0.2%	8%	31%	NS5 inhibitors pilot replicate=-3.5
Cc1nc(-c2ccc(S(=O)(=O)N3CCN(Cc4ccccc4)CC3)s2)cs1	4%	-0.8%	6.2%	-5%	0.0	45	6%	0.8%	22%	9%
Cc1ccc(NC(=S)N(CCN2CCOCC2)Cc2cc3cc4c(cc3[nH]c2=O)OCCO4)cc1	-1%	-0.1%	11%	4%	0.3	64	2%	-0.1%	7%	-8%
COC(=O)CSc1nc(C)c(C(=O)Nc2ccccc2C)c(-c2ccc(Cl)cc2)c1C#N	4%	-0.4%	3.2%	9%	6.6	55	-16%	2.2%	16%	15%
O=C(C[C@H]1C[C@H](C(=O)N2CCCCC2)[C@@]2(CCc3ccccc3)c3[nH]c4cc(-c5ccco5)ccc4c3CCN2C1=O)NCCN1CCOCC1	/	/	/	0%	3.7	64	-4%	-0.1%	/	/	NS5 inhibitors pilot replicate=-0.9
N#Cc1nc(COc2ccc(Cl)cc2)oc1N1CCN(Cc2ccccc2)CC1	-2%	-0.6%	9.1%	11%	1.9	60	-2%	0.5%	8%	11%
CN1CCN(S(=O)(=O)c2cccc([N+](=O)[O-])c2)CC1	/	0.2%	1.4%	3%	-0.7	80	-1%	-0.3%	/	/
COc1ccccc1-c1n[nH]c2c1[C@H](C)CC[C@H]2C(C)C	1%	0.1%	1.0%	9%	14	31	9%	-0.6%	1%	-14%
Cc1ccccc1/C=C/c1nc2ccccc2c(=O)n1CCc1ccccc1	1%	-1.0%	-1.0%	-3%	/	/	-7%	-0.5%[50 µM]	2%	6%
CCC(CC)c1nnc(NC(=O)CCc2ccc(OC)cc2)s1	-5%	-0.9%	1.7%	6%	3.3	61	-9%	-0.2%	10%	-14%
CCOC(=O)C1=NOC(Cn2cc(C#N)c(=O)n(C)c2=O)C1 (stereo unspecified)	19%	0.5%	1.6%	2%	-1.0	51	-3%	-2.5%	13%	-1%
Cc1cccc(C)c1NC(=O)CSc1nnc(Cc2ccccc2)o1	0%	0.1%	1.8%	6%	5.1	56	3%	2.0%	9%	12%
CCOC(=O)C1(CC2CC2)CCN(C(=O)c2cc(C3CC3)nc3ccccc23)CC1	-2%	-0.3%	1.8%	-1%	1.0	49	-7%	-1.8%	5%	-6%
CCc1cccc(NC(=O)c2ccc(NS(=O)(=O)c3c(C)noc3C)cc2)c1	-5%	0.0%	?	-1%	-3.3	93	-6%	-2.0%	2%	6%
CC(=O)Nc1ccc(OCC(=O)N(CC(C)C)C2CCS(=O)(=O)C2)cc1 (stereo unspecified)	0%	2.1%	-1.4%	7%	1.7	55	2%	4.9%	-1%	25%
CCOc1ccc(Oc2ccccc2NS(=O)(=O)c2ccc(CCC(=O)O)cc2)cc1	/	/	/	-4%	-1.5	52	4%	-0.7%[50 µM]	/	/
C=CCNC(=O)CCCCCNS(=O)(=O)c1ccc(OC)cc1	-1%	-0.8%	0.2%	6%	-1.7	54	1%	6.4%	5%	0%
CCCCOc1cccc(C2/C(=C(/O)c3ccc4c(c3)CC(C)O4)C(=O)C(=O)N2CCN2CCOCC2)c1 (stereo unspecified)	1%	0.5%	1.4%	9%	0.2	59	-5%	0.4%	15%	27%
O=C(NCc1cccs1)C1CCN(S(=O)(=O)c2cccc([N+](=O)[O-])c2)CC1	2%	-0.5%	1.0%	5%	-0.8	34	-2%	0.5%	7%	6%
C/C(=N\Nc1nc(C)c(C)s1)c1ccc([N+](=O)[O-])cc1	2%	-0.9%	6.2%	7%	-2.4	30	-12%	0.6%	8%	-8%
S=C(NCc1ccncc1)Nc1cccc(Cl)c1	4%	-0.5%	12%	5%	1.2	48	-9%	-0.9%	22%	-10%

Molecules from the list above containing a thiophene ring, fused or not, in the order listed:
SMILES	Siah-1 displacement	West Nile antiviral	RSV CPE inhibition	MgcRacGAP inhibition	NTR1 ag	NTR1 ag cell count 20 µM	NS5 inhibitors	K1F lysis inhibition	SV40 large T antigen	AID2073	others
COC(=O)c1ccccc1NC(=O)c1cc(-c2cccs2)on1	1%	?	2.0%	9%	2.3	75	-1%	-0.7%	4%	29%
Cc1nc(-c2ccc(S(=O)(=O)N3CCN(Cc4ccccc4)CC3)s2)cs1	4%	-0.8%	6.2%	-5%	0.0	45	6%	0.8%	22%	9%
O=C(NCc1cccs1)C1CCN(S(=O)(=O)c2cccc([N+](=O)[O-])c2)CC1	2%	-0.5%	1.0%	5%	-0.8	34	-2%	0.5%	7%	6%
